PAFAH1B3 inh: blocks human PAF acetylhydrolase 1B catalytic subunit 3; Q15102; recombinant PAFAH1B3, FP-rhodamine probe, fluorescence polarization; inhibition, % at 3.39 µM; 340,000 compounds, 0.28% hits;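 active = inhibition above the screen-wide average of all tested compounds plus 3 SD, cut at about 25% in these data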;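 also: 0% = enzyme with DMSO only and 100% = wells lacking PAFAH1B3 protein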
Target sequence (Q15102 whole entry, looked up): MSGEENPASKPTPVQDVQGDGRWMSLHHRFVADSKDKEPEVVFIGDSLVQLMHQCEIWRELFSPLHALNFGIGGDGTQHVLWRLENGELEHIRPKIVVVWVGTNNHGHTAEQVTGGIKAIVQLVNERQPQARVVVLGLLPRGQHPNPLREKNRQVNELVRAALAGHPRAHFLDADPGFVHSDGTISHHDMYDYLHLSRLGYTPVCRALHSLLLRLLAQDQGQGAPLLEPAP
GSTO1 inh: counter-screen for RBBP9 inhibitors: inhibitors of human GSTO1 | P78417 | recombinant GSTO1, activity-based probe fluorescence polarization | inhibition, % at 5.96 µM | 300,000 compounds, 1.1% hits;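 active = inhibition above the campaign mean inhibition plus 3 SD, cut at about 35% in these data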;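 also: 0% = GSTO1-1 with DMSO and 100% = wells lacking GSTO1-1 enzyme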
PAFAH2 FP inh: PAFAH2 (human) inhibition; Q99487; recombinant PAFAH2, FP-rhodamine activity probe, fluorescence polarization; inhibition, % at 3.39 µM; 340,000 compounds, 0.99% hits; AID 492956;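 active = inhibition above the mean over all tested compounds plus 3 SD, cut at about 30% in these data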;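 also: inhibitors block probe labeling of enzyme so polarization drops; 0% = enzyme with DMSO and 100% = wells lacking PAFAH2 protein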
PREPL inh: inhibitors of human prolyl oligopeptidase-like enzyme PREPL; AID 2751; recombinant PREPL, fluorescence polarization activity-based probe; Q4J6C6; inhibition, % at 5.96 µM; 320,000 compounds, 0.68% hits; in the data active = inhibition above about 43%;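 also: 0% = enzyme with DMSO and 100% = wells lacking enzyme; many of its hits are not listed in these tables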
PAFAH1B2 inh: PAFAH1B2 (human) inhibition. P68402. 340,000 compounds, 1.2% hits. recombinant PAFAH1B2, FP-rhodamine activity probe, fluorescence polarization. inhibition, % at 3.39 µM;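 active = inhibition above the mean of all tested compounds plus 3 SD, cut at about 24% in these data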;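 also: 0% = enzyme with DMSO and 100% = wells lacking PAFAH1B2; many of its hits are not listed in these tables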
Target sequence (P68402 whole entry, looked up): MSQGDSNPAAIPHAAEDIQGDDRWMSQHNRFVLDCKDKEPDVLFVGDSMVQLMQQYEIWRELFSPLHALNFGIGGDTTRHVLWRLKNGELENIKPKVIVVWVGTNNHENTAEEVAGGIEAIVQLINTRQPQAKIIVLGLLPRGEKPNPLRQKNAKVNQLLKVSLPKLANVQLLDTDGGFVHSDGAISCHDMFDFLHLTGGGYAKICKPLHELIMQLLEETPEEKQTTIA
LYPLA1 inh: counter-screen for PME1 inhibitors: inhibitors of human LYPLA1; O75608; recombinant LYPLA1, FP-Rh probe fluorescence polarization; inhibition, % at 5.9 µM; 320,000 compounds, 0.16% hits; AID 2174;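 active = inhibition above the mean of all tested compounds plus 3 SD, set per campaign, cut at about 14% in these data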;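 also: inhibitors block serine hydrolase probe labeling of LYPLA1 so polarization falls; 0% = enzyme with DMSO and 100% = wells lacking LYPLA1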
Target sequence (O75608 whole entry, looked up): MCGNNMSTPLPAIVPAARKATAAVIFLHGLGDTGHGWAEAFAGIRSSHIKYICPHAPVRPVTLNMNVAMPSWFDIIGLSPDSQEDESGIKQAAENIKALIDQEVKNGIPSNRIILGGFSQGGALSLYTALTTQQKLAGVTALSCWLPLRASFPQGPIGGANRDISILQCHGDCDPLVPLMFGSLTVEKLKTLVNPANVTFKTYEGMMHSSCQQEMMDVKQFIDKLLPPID
LYPLA2 inh: LYPLA2 (human) inhibition in PME1 counter-screen; O95372; recombinant LYPLA2, FP-Rh probe fluorescence polarization; inhibition, % at 5.9 µM; 320,000 compounds, 0.38% hits;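 active = inhibition above the screen-wide mean plus 3 SD, limit set per campaign, cut at about 26% in these data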;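 also: 0% = LYPLA2 with DMSO and 100% = wells lacking LYPLA2 enzyme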
Target sequence (O95372 whole entry, looked up): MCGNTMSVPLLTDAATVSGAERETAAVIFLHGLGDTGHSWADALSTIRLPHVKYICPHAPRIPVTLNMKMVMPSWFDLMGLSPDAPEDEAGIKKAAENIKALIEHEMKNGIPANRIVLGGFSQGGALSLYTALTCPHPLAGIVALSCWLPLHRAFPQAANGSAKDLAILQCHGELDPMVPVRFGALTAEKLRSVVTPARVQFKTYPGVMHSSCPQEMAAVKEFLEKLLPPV
PAD4 FP inh: PAD4 (human) enzyme inhibition | inhibition, % at 6.36 µM | Q9UM07 | 330,000 compounds, 0.41% hits | recombinant PAD4, RCA probe fluorescence polarization;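 active = percent inhibition above a cutoff equal to the mean of all tested compounds plus 3 SD, cut at about 15% in these data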;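 also: 0% = PAD4 with RCA probe and DMSO and 100% = probe without PAD4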
pPAFAH inh: inhibitors of human plasma PAF acetylhydrolase (pPAFAH). inhibition, % at 3.39 µM. recombinant pPAFAH, FP-rhodamine probe fluorescence polarization. 330,000 compounds, 1.5% hits. Q13093;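 active = inhibition above the mean inhibition across the screen plus 3 SD, cut at about 25% in these data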;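 also: inhibitors block binding of the rhodamine activity-based probe so polarization drops; 0% = enzyme with DMSO and 100% = wells lacking pPAFAH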
Active calls of the source: *; · = no result given. Some of the compounds tested, so the mix of outcomes need not match the whole.

SMILES | LYPLA2 inh | PAFAH1B2 inh | PAD4 FP inh | PAFAH1B3 inh | pPAFAH inh | PREPL inh | GSTO1 inh | PAFAH2 FP inh | LYPLA1 inh
O=C(Nc1cc2c3c(c1)CC(=O)N3CCC2)c1ccccc1F | 5 | 3 | 5 | 3 | 0 | 2 | -3 | -10 | 2
COc1ccc2c(c1)sc1nc(=O)ccn12 | 0 | -4 | -2 | 6 | 5 | 4 | 1 | 3 | -1
CC(NC(=O)/C(C#N)=C/c1ccc(N2CCOCC2)cc1)c1ccccc1 (configuration not stated) | 4 | 15 | 6 | 2 | 6 | -11 | 1 | 2 | -1
O=Cc1ccc(N2CCCC2)o1 | 8 | 2 | -3 | 5 | 2 | 1 | 8 | -4 | 3
COc1ccc(OC)c(NC(=S)N2CCN(Cc3ccccc3)CC2)c1 | 1 | 2 | -10 | -7 | 2 | 6 | 5 | -1 | -1
O=C(NC1CCCN(Cc2ccccc2F)C1)c1cccs1 (configuration not stated) | 2 | 0 | -7 | 7 | -6 | -10 | -3 | 4 | 1
N/N=C/C(=N\Nc1ccc(Cl)cc1)C(=O)c1ccncc1 | -5 | 4 | -1 | 0 | 4 | 1 | -18 | -6 | 4
CSCC(C)N1CCC(Oc2cccc(C(=O)NCc3ccccn3)c2)CC1 (configuration not stated) | 4 | 2 | 2 | 5 | 3 | 6 | 0 | -5 | 0
Cc1cccc(NC(=O)CC(=O)Nc2cccc(C)c2)c1 | 0 | -1 | -7 | 0 | -4 | 4 | 10 | -9 | -2
CC1CCCCN1C(=O)C1COc2ccccc2O1 (configuration not stated) | -7 | 2 | 0 | 11 | 5 | 0 | 1 | 4 | -3
Cc1cccn2c(=O)nc(SCC(=O)c3ccc(Cl)cc3)nc12 | 7 | 11 | 1 | 4 | 8 | 2 | -6 | 7 | -1
CC(=Nc1ccccc1O)c1sc2ccccc2c1O | 6 | -4 | 2 | 5 | -9 | 38 | 10 | 11 | 3
CN1CCN(CC(=O)Nc2nc3ccccc3s2)CC1 | 2 | 2 | 4 | 14 | -1 | -5 | 5 | 1 | 3
CCC(C)NS(=O)(=O)c1ccc(NC(=O)C2CCCO2)cc1 (configuration not stated) | -1 | 5 | -3 | 7 | -4 | 1 | -3 | 1 | -2
COc1cc2nc(/C=C/c3ccc(N(C)C)cc3)sc2cc1SC | 1 | 0 | -9 | 6 | 10 | 8 | 4 | 8 | -4
CCOC(=O)C1CCN(c2cc3c(cc2NC(=O)c2ccccc2Cl)n(C)c(=O)n3C)CC1 | -4 | 3 | 0 | 1 | 11 | 23 | -6 | 2 | -1
CC(C)C(NC(=O)c1cccnc1)C(=O)O (configuration not stated) | 4 | 3 | -1 | 4 | 0 | -4 | 1 | 3 | -1
Clc1cccc(Cl)c1/C=C/c1ccn[nH]1 | 1 | 3 | 3 | 5 | 13 | -5 | 2 | 4 | -1
COc1ccc(OC)c(NC(=O)COC(=O)CCCN2C(=O)c3ccccc3C2=O)c1 | -3 | 5 | 1 | 8 | 2 | 1 | -2 | 9 | -2
CSc1nnc(-c2ccccc2)o1 | 1 | 2 | 3 | 8 | 3 | 2 | 3 | -9 | 3

(next part)
SMILES | LYPLA2 inh | PAFAH1B2 inh | PAD4 FP inh | PAFAH1B3 inh | pPAFAH inh | PREPL inh | GSTO1 inh | PAFAH2 FP inh | LYPLA1 inh
Cc1cccc(C)c1NC(=O)C1=C(O)c2ccccc2N(C)S1(=O)=O | -5 | 0 | -3 | 7 | -4 | -14 | 0 | 9 | -2
Cc1ccnc(N2C(=O)c3ccccc3C2Nc2ccc3c(c2)OCCO3)c1 (configuration not stated) | 0 | 0 | 9 | 0 | -3 | 4 | -4 | 7 | -4
COc1ccc(Oc2cc(C)c3ccccc3n2)cc1 | -3 | 2 | 1 | 0 | 12 | 12 | 4 | -3 | -1
Cc1ccccc1NC(=O)Cn1nc(C)c2ccccc2c1=O | 7 | 1 | 0 | 15 | 4 | 3 | 4 | -4 | 2
CCN(CC)N=Nc1ccc(S(N)(=O)=O)cc1 | 2 | 4 | -3 | 8 | 1 | 3 | 11 | 0 | -2
OC(CNc1nc2ccccc2s1)c1ccccc1 (configuration not stated) | 0 | 4 | -5 | 0 | -1 | 17 | 9 | 0 | 1
Cc1nc2ccc3nc(NC(=O)c4ccco4)sc3c2s1 | -10 | 0 | -10 | -11 | -6 | 11 | 5 | 2 | -9
CCc1n[nH]c(=S)n1/N=C/c1ccc(NC(C)=O)cc1 | 0 | -3 | 3 | 2 | 4 | 5 | 5 | -8 | 1
Cc1cc(C)c2sc(C)[n+](CCCS(=O)(=O)[O-])c2c1 | -2 | 1 | 5 | 0 | 9 | -7 | 10 | -9 | -1
O=C(COC(=O)c1cccc2ccccc12)Nc1cccnc1Cl | -1 | 5 | -3 | -2 | -3 | 10 | -2 | 9 | 0
O=C(CS(=O)(=O)c1ccc2ccccc2c1)N1CCCCCC1 | 1 | 1 | -3 | 6 | 5 | -1 | 5 | 1 | -3
O=C(NCC(=O)N1CCN(C/C=C/c2ccccc2)CC1)c1ccc(Br)cc1 | · | 6 | -7 | 0 | 4 | 20 | · | -1 | ·
O=C(NCc1ccc2c(c1)OCO2)c1cc(-n2cnnc2)ccc1Cl | -3 | 6 | 4 | 2 | -1 | 0 | -1 | 6 | 1
CSCCC(NC(=O)COc1ccccc1)C(=O)N(C)CC(=O)Nc1ccc(C)cc1 (configuration not stated) | 1 | 11 | 4 | -2 | 4 | 1 | · | 7 | -1
COCC1CCN(Cc2cn(-c3ccccc3F)nc2-c2cc(C)sc2C)CC1 | 6 | -2 | 4 | 2 | 3 | 9 | 9 | -2 | 6
CC(=O)N1CCN(C(=O)COC(=O)CNC(=O)c2ccc(C)cc2)CC1 | 0 | -3 | -1 | 0 | 3 | 1 | · | 5 | -2
CCS(=O)(=O)N1Cc2ccccc2CC1C(=O)Nc1nnc(SCc2c(Cl)cccc2Cl)s1 (configuration not stated) | -15 | 6 | -2 | -9 | 2 | -12 | -44 | 52* | -14
C[C@H](NC(=O)c1ccc2ccccc2c1)C(=O)N1CCC2(CC1)NCCc1[nH]cnc12 | -3 | -1 | -5 | 0 | 4 | -3 | 2 | 2 | -4
O=C(c1cccc(Cl)c1)N1CCN(Cc2ccccc2F)CC1 | 2 | 3 | 5 | 2 | 5 | 7 | -2 | -1 | 0
COC(=O)c1c(C)[nH]c(C(=O)C(C)OC(=O)c2cnc(C)cn2)c1C (configuration not stated) | -1 | 3 | 1 | 12 | 4 | 3 | · | -3 | 0

(next part)
SMILES | LYPLA2 inh | PAFAH1B2 inh | PAD4 FP inh | PAFAH1B3 inh | pPAFAH inh | PREPL inh | GSTO1 inh | PAFAH2 FP inh | LYPLA1 inh
COc1ccccc1NC(=O)c1cccc2c(Br)cccc12 | -5 | -1 | -5 | 8 | 1 | 13 | 11 | 4 | -1
COc1cc(C)ccc1S(=O)(=O)NC1CC(C)(C)NC(C)(C)C1 | 0 | 5 | -4 | 8 | 3 | -3 | -2 | 0 | 2
CCN1CCN(C(c2ccccc2)c2nnnn2Cc2ccccc2)CC1 (configuration not stated) | 1 | 6 | -2 | 0 | 5 | -8 | -6 | -11 | -2
COc1ccc(CCNC(=O)C2CC(c3cccc([N+](=O)[O-])c3)=NO2)cc1 (configuration not stated) | 3 | 7 | -2 | 0 | 7 | 3 | 2 | -1 | 0
COc1ccc(-n2c(C)nc3cc(C(=O)O)ccc32)cc1 | 7 | 2 | 5 | -1 | 5 | 0 | 0 | 2 | 0
CN(C)c1cc[n+](CC(=O)N2c3ccccc3Sc3ccccc32)cc1 | 0 | 3 | -6 | 5 | 0 | 2 | 8 | 2 | -1
CN(Cc1nc2ccccc2[nH]1)C(=O)C1CCC(=O)N(CCc2cccc(F)c2)C1 (configuration not stated) | 5 | 0 | -2 | 1 | 2 | 3 | -4 | 13 | 0
COc1ccc(-c2cc3ccc(F)cc3cn2)cc1 | · | -8 | 0 | 11 | -1 | -22 | · | -10 | ·
COc1ccc2c(c1OC)C(=O)N1C2SC[C@H]1C(=O)NC1CCCC1 (some centres not stated) | 3 | 0 | -1 | -2 | -2 | -8 | -2 | -5 | -2
CC(=O)c1cccc(NC(=O)COC(=O)CCc2ccc(S(=O)(=O)N3CCOCC3)cc2)c1 | 2 | -3 | -5 | -4 | 7 | 2 | -4 | -8 | 0
CC1CCCCC1NC(=O)Cn1cnc2c1c(=O)n(C)c(=O)n2C (configuration not stated) | · | 8 | 0 | 11 | -2 | 2 | · | -3 | ·
O=C(COc1ccc(Cl)cc1)NCCN1CCCCC1 | 5 | 5 | -5 | 5 | 7 | 3 | -2 | -2 | 1
CC(C)(CO)NC12CC3CC(CC(C3)C1)C2 | -4 | 0 | -2 | 7 | 0 | -1 | -3 | 5 | -2
C#CCNC(=O)C1=C[C@H](c2csc3ccccc23)C[C@H](OCc2ccc(CO)cc2)O1 | -2 | 4 | 2 | -1 | 3 | -2 | -4 | 6 | -3
CCN(CC)S(=O)(=O)c1cccc(C(=O)Nc2nnc(C)s2)c1 | -1 | 10 | -5 | 8 | -8 | -2 | -15 | -9 | 1
O=C(c1ccc(S(=O)(=O)N2CCOCC2)cc1)N1CCN(c2cccc(Cl)c2)CC1 | 4 | 6 | 3 | 8 | 2 | 17 | 7 | -3 | -7
CC(Sc1nc2ncc(Cl)cc2[nH]1)C(=O)Nc1ccc(C(N)=O)cc1 (configuration not stated) | 1 | 0 | 3 | 1 | 4 | 9 | -12 | 4 | 2
CCN1CCN(CCNC(=O)C2CCCN(Cc3nc(-c4cccc(Cl)c4)oc3C)C2)CC1 (configuration not stated) | -6 | 4 | 1 | 7 | -5 | 25 | 2 | -1 | -2
C#CCN(CC=C)C(=O)CCc1nnc(COc2ccccc2)o1 | 2 | 0 | -2 | 6 | -1 | 8 | 0 | 3 | 3
CCOc1ccc(S(=O)(=O)NC2CCCCC2C)cc1 (configuration not stated) | 5 | 3 | -2 | 3 | 10 | 1 | 0 | -2 | -1
CSCC[C@H](NC(=O)OC(C)(C)C)c1nnc(SCc2ccccc2)o1 | 5 | -1 | 2 | -8 | -1 | 9 | -1 | -8 | -1
COc1ccc(N2C(=O)CC(NNC(=O)c3ccc(Br)s3)C2=O)cc1 (configuration not stated) | 3 | 6 | -3 | -2 | 5 | -5 | 3 | 7 | 1

Grouped by structure, those above containing a thiophene ring, fused or not.
SMILES | LYPLA2 inh | PAFAH1B2 inh | PAD4 FP inh | PAFAH1B3 inh | pPAFAH inh | PREPL inh | GSTO1 inh | PAFAH2 FP inh | LYPLA1 inh
O=C(NC1CCCN(Cc2ccccc2F)C1)c1cccs1 (configuration not stated) | 2 | 0 | -7 | 7 | -6 | -10 | -3 | 4 | 1
CC(=Nc1ccccc1O)c1sc2ccccc2c1O | 6 | -4 | 2 | 5 | -9 | 38 | 10 | 11 | 3
COCC1CCN(Cc2cn(-c3ccccc3F)nc2-c2cc(C)sc2C)CC1 | 6 | -2 | 4 | 2 | 3 | 9 | 9 | -2 | 6
C#CCNC(=O)C1=C[C@H](c2csc3ccccc23)C[C@H](OCc2ccc(CO)cc2)O1 | -2 | 4 | 2 | -1 | 3 | -2 | -4 | 6 | -3
COc1ccc(N2C(=O)CC(NNC(=O)c3ccc(Br)s3)C2=O)cc1 (configuration not stated) | 3 | 6 | -3 | -2 | 5 | -5 | 3 | 7 | 1
